Screening data (PubChem)
IkB sig inh: IkB pathway inhibition in ABC-DLBCL cells. ABC-DLBCL IkBa-CBG/CBR dual luciferase ratio, 4 h; response scale: scaled: untreated 0%, proteasome inhibitor 100%. Potency, µM (titrated, usually from 57.1 µM), for inactives: at the top dose IkBa stabilization activation. 110,000 compounds, 0.04% hits; active = well fitted curve in the direction sought with a large enough effect in the signal ratio, not every such curve was filed as active; inconclusive = small, poorly fitted or top-dose-only effect, or a change in a side signal; the % refers to the signal ratio;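 note: the direction sought is a rising ratio; 0% = basal untreated cells and 100% = reference inhibitor full response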
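Luminescence ratio of IκBα-fused green versus native red beetle luciferase in OCI-Ly3 cells, 4 h post-doxycycline with compound; red signal alone, scaled from basal (0%) to zero light (-100%), flagged nonspecific or cytotoxic effects.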
Imprint erasure: induces erasure of genomic imprints in mouse ES cells; mouse ES Peg3-LacZ reporter, beta-gal luminescence, 40 h; Potency, µM (titrated, usually from 60.7 µM), without a hit: at the highest dose activity change, positive = activation, hits mostly activators; 110,000 compounds, 0.02% hits;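 note: 0% = negative control wells on the plate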
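Each well holds 300 Peg3LacZ-Neo (maternal) female ES cells incubated 40 h at 37C, 5% CO2. LacZ is measured by BetaGlo luminescence, with AC50 and maximum efficacy derived from dose-response curves.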
p53ts 39C tox: p53ts cell cytotoxicity, nonpermissive temperature; H1299-p53A138V viability at 39C, ATP luminescence, 24 h; Potency, µM (highest dose often 46.1 µM), for the others: at the top dose activity change, negative = cell killing, usual class: cytotoxic; 130,000 compounds, 1.5% hits; AID 902; note: nearly all actives have a fitted effect of over 55% in size
p53ts 32C kill: kills p53ts cells at the permissive temperature | Potency, µM (highest dose often 46.1 µM), without a hit: at the highest dose activity change, negative = cytotoxicity, hits mostly cytotoxic | 130,000 compounds, 0.93% hits | AID 924 | H1299-p53A138V at 32C, ATP luminescence viability, 24 h;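 note: 0% = DMSO and -100% = full killing by reference compound; nearly all actives have a fitted effect of over 55% in size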
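ATP-content luminescence (ATPlite) read-out after 24 h compound exposure at 32C in H1299-p53A138V cells (600/well). Tested up to 46 uM. Normalized to DMSO (0%) and 100 uM tamoxifen (100% killing); Hill-fit AC50.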
Numbers without * were called inactive; ? = inconclusive; · = not tested or not shown; [ ] = another dose, or the depositor's remark. Unless noted, calls come from the whole dose curve; as a rule, active = well fitted curve in the direction sought with a large enough effect; inconclusive = small, poorly fitted or top-dose-only effect, or another doubt; inactive = no such curve, though single readings can be large; an effect the other way counts as inactive or inconclusive. Unless noted, % is set by controls: 0 for no effect and ±100 for the full control effect; potency is the fitted concentration of half-maximal effect.

SMILES	IkB sig inh	Imprint erasure	p53ts 39C tox	p53ts 32C kill
O=C(NCC(=O)N(Cc1ccccc1)C(C(=O)NC1CCCC1)c1cccnc1)c1ccco1 (centres undefined)	·	·	9.4%	-1.3%
Nc1nc(N)c2nn(-c3ccc(C(=O)O)cc3)nc2n1	0.9%[11.4 µM]	-6.0%[10.9 µM]	0.9%[9.22 µM]	-5.2%[9.22 µM]
CC(=O)c1cc(F)c(N2CCN(C(=O)Cc3ccccc3)CC2)cc1C	10.4%	-24.3%	2.6%	-3.7%
CN(C)c1oc(-c2ccccc2)nc1C#N	-2.3%	-2.7%	-5.8%	-5.0%
CCCSC1=NC2(CCN(C(=O)NC3CCCCC3)CC2)N=C1c1ccccc1	?	18.6%[10.9 µM]	-11.1%	5.1%
CCN(CC)Cc1c(C(=O)OC)nnn1-c1nonc1N	2.0%	-1.9%	-3.8%	-5.9%
O=C(Cn1ncc2c(=O)oc3ccccc3c21)N1CCCN(Cc2ccccc2F)C1	-1.1%	-10.9%	-5.8%	-1.0%
O=C(NCc1ccccc1)c1cccc(S(=O)(=O)N2CCOCC2)c1	0.8%	8.9%	7.2%	-0.5%
CCC(c1nnnn1C(C)(C)CC)N(CCCO)Cc1cc2cc(C)cc(C)c2[nH]c1=O (centres undefined)	?	·	-9.3%	-9.5%
Cc1cc(C)n2cc(CSc3nnc(-c4ccccc4)o3)nc2n1	-0.2%	0.0%	2.1%	3.1%
O=C(NCC(c1cccnc1)N1CCc2ccccc21)c1cccc(C(F)(F)F)c1 (centres undefined)	?	-13.8%[10.9 µM]	-29.6%	-19.3%
COc1ccc2[nH]c(C(=O)O)c(CCC(=O)O)c2c1	1.6%	-1.2%	3.3%	0.9%
CCC(c1nnnn1Cc1cccs1)N1CCN(c2nc3ccccc3s2)CC1 (centres undefined)	?	-10.9%	21.1%	-8.8%
Cc1ccc(Nc2ncc3c(n2)CC(c2ccco2)CC3=O)c(C)c1 (centres undefined)	1.9%	-0.3%	-15.0%	-2.8%
O=C(CN1CCN(C(=O)c2cccc(F)c2)CC1)Nc1ccccc1F	5.8%	5.2%	-3.5%	18.9%
O=C(Nc1ccc2c(c1)Cc1ccccc1-2)c1ccco1	1.9%	-35.2%[inhibitor]	?	?
CC(C)(C)NCc1cccn1-c1sc2c(c1C#N)CCCC2	0.5%	-10.4%	-11.7%	-11.0%
CCc1nnc(NC(=O)c2nc(SC)ncc2Cl)s1	1.9%	-1.8%[10.9 µM]	10.1%	12.6%
O=C(COC(=O)C1CC(=O)N(c2ccccc2)C1)c1ccccc1 (centres undefined)	-2.0%	-1.3%	-5.2%	6.3%
COc1ccc(N2CCN(C(=O)CCc3c(C)nc4cc(-c5cccc(F)c5)nn4c3C)CC2)cc1	?	-6.4%[10.9 µM]	-10.9%	-0.7%
COc1ccc(S(=O)(=O)Nc2cccc(-c3ccc(N4CCCC4)nn3)c2)cc1OC	?	-13.8%[10.9 µM]	16.9%	-7.1%
O=c1[nH]cnc2scc(C3COc4ccccc4O3)c12 (centres undefined)	-2.8%	-15.4%	-0.2%	7.5%
CSc1ccccc1-n1nnnc1SCC(=O)NCc1cccs1	-1.7%	-6.8%	13.8%	15.1%
CCCCOc1ccc(Cn2c(=O)oc3ccc(C)cc32)cc1	5.9%	-7.5%[10.9 µM]	0.8%	-2.1%
Cc1ccc(Nc2c(-c3cccnc3)nc3ccc(C)cn23)cc1	?	25.2%[10.9 µM]	-15.8%	4.6%
SMILES	IkB sig inh	Imprint erasure	p53ts 39C tox	p53ts 32C kill
COc1cccc(/C=N/NC(=O)CN2C(=O)NC3NC(=O)NC32)c1 (centres undefined)	·	·	26.4%	-26.8%
Cc1cccc(C)c1NC(=O)Nc1ccc(S(N)(=O)=O)cc1	0.8%[11.4 µM]	-12.0%[10.9 µM]	10.1%[9.22 µM]	-10.0%[9.22 µM]
Cc1nc2ccc(F)cc2cc1C(=O)NCc1ccco1	0.7%	-18.5%	-1.3%	-4.7%
O=C1CCCC2=C1C(c1cn(-c3ccccc3)nc1-c1cccs1)c1c([nH]c(=O)[nH]c1=O)N2 (centres undefined)	-0.7%	-3.6%	-4.3%	13.1%
COCc1cc(=O)n2c([nH]c3ccccc32)c1C#N	?	-67.0%[inhibitor]	1.6%	-16.2%
Cc1ccc(-c2noc(-c3nnn(-c4ccc(Br)cc4F)c3C)n2)cc1	-1.5%	-5.4%[10.9 µM]	-11.1%	-9.3%
CCOc1ccccc1NC(=O)c1nn(C)c2c1CSc1ccccc1-2	-2.0%	14.9%[10.9 µM]	15.8µM*	-1.1%
Cc1cc2n(n1)C(c1sccc1C)Nc1ccccc1-2 (centres undefined)	0.9%	-9.2%	-16.2%	-3.9%
O=C1C2C3C=CC(O3)C2C(=O)N1CC(O)c1ccccc1 (centres undefined)	1.2%	3.8%	7.5%	-5.9%
O=C(Nc1ccc(Cl)c(Cl)c1)c1cc(S(=O)(=O)N2CCN(c3cccc(Cl)c3)CC2)ccc1F	?	-17.9%[10.9 µM]	-21.5%	12.2%
CCCCc1n[nH]c2c1/C(=N/O)CC(C)(C)C2	·	·	7.4%	10.0%
CN1/C(=C\C(=O)COc2ccc3c(c2)OCO3)C(C)(C)c2ccccc21	?	1.5%	-12.4%	21.0%
O=C(Cn1cc2c(n1)CCCC2)Nc1cc(C(F)(F)F)ccc1Cl	-1.0%	26.4%[10.9 µM]	1.9%	-1.2%
COC(=O)C1=CN(C2CC2)C=C(C(=O)OC)C1c1ccccc1OC	-0.3%	-9.1%	-5.7%	3.1%
CCOC(=O)Cc1csc(NC(=O)CSc2nnc(-c3ccc(C)cc3)o2)n1	0.5%	-7.8%	7.94µM*	12.6µM*
CCOc1ccccc1C(=O)NCC(c1cccs1)S(=O)(=O)c1ccc(F)c(C)c1 (centres undefined)	?	-8.6%[10.9 µM]	-7.4%	1.4%
Cc1ccc(CSCC(=O)N2CCN(c3ccc(F)cc3)CC2)cc1	?	-10.3%[10.9 µM]	-19.0%	-6.0%
CCC(NC(=O)c1ccccc1NC(=O)c1ccco1)C(=O)O (centres undefined)	-1.2%	5.2%	-3.8%	1.3%
Cc1ccc(C)c(S(=O)(=O)c2nnn3c2nc(N2CCCC2)c2sccc23)c1	?	-18.4%[10.9 µM]	-7.5%	2.9%
CC(=O)c1cccc([N+](=O)[O-])c1	0.2%	-5.4%	6.4%	-16.0%[1.84 µM]
Cc1cccc2c1-c1sc(C(=O)Nc3ccccc3C(N)=O)cc1CO2	?	-36.0%[inhibitor][10.9 µM]	12.6µM*	?
COC(=O)c1ccc2c(=O)n(Cc3ccco3)c(SCC(=O)Nc3ccc(C)c(Cl)c3)nc2c1	3.2%	-10.5%	0.8%	2.8%
Cc1cccc(S(=O)(=O)Nc2nc3ccccc3nc2NCc2ccco2)c1	?	-4.4%	-2.2%	-7.7%
Cc1ccc(NC(=O)CCCn2c(=O)c3cccn3c3ccccc32)c(C)c1	0.2%	9.4%[10.9 µM]	-14.4%	2.9%
COCC(=O)N1CCC2(CCN(Cc3ccccc3)CC2)CC1	1.9%[11.4 µM]	·	16.4%	2.8%
SMILES	IkB sig inh	Imprint erasure	p53ts 39C tox	p53ts 32C kill
O=C(O)c1ccc(N2CCCC2=O)cc1	0.2%	-4.2%	6.0%	3.8%
Cn1c(=O)oc2cc(S(=O)(=O)Nc3cccc4c3CCCC4)ccc21	?	-17.1%	-3.4%	9.3%
Cc1cccc(N(CC(=O)NC2CCCCC2)C(=O)CCC(=O)Nc2ccccn2)c1	10.2%	-2.9%	0.1%	2.7%
Cc1nc2ccccc2c(=O)n1NC(=O)c1c(O)c2c(n(CC(C)C)c1=O)CCCC2	?	-23.9%	10.7%	17.1%
CC(OC(=O)CCc1nc2ccccc2c(=O)[nH]1)C(=O)NCc1ccc2c(c1)OCO2 (centres undefined)	0.1%	-2.9%	-4.1%	1.4%
Cc1cc(NC(=O)c2ccc(S(=O)(=O)N3CCCC3)cc2)nc2c1c(=O)oc1ccccc12	0.0%	-0.8%	2.5%	-3.3%
Cc1cccc(CSC2=NCCN2C(=O)c2ccco2)c1	0.4%	-19.3%	-11.0%	-9.2%
O=[N+]([O-])c1ccc(Nc2nc3ccccc3s2)cc1	?	-51.6%[inhibitor][10.9 µM]	-3.8%[9.22 µM]	3.0%[9.22 µM]
CCc1cc2cc(C(=O)N3CCN(Cc4ccccc4)CC3)sc2s1	?	-21.8%	0.5%	-12.2%
Cc1ccc(NCc2nnc(SCC#N)o2)c(C)c1	·	·	17.9%	0.8%
CCC(CC)C(=O)Nc1nnc(S(=O)(=O)N2CCCCCC2)s1	-3.1%	-7.4%[10.9 µM]	1.7%	-3.0%
CC1=C(C(=O)OC2CCCCC2)C(c2ccc(C)o2)C2=C(CCCC2=O)N1 (centres undefined)	0.7%	-18.8%	19.6%	21.7%
O=C(CCc1ccccc1)Nc1ncn[nH]1	-0.6%	-10.1%	-4.8%	-9.2%
N#Cc1c[nH]n2c(NC3CCCC3)c(-c3cccc(Br)c3)nc12	2.0%	-18.0%[10.9 µM]	?	2.8%
O=C(NCc1ccccn1)c1ccc(NC(=O)c2ccco2)cc1	-1.5%	0.3%	2.4%	8.9%
O=C(NCCS(=O)(=O)N1CCN(c2ccc(F)cc2)CC1)C(c1ccccc1)c1ccccc1	3.2%	-1.0%[10.9 µM]	?	-10.7%
CCN(CC)CCNCc1ccc(-c2ccc(Cl)cc2)o1	3.9%	-6.1%	-0.1%	-17.0%
COc1ccc(S(=O)(=O)N2CCN(Cc3ccccc3)CC2)cc1	-0.3%	-11.9%	-0.9%	4.3%

Seven compounds from above, limited to p53ts 39C tox, IkB sig inh and Imprint erasure.
| mol | p53ts 39C tox | IkB sig inh | Imprint erasure |
| --- | --- | --- | --- |
| Cc1ccc(NCc2nnc(SCC#N)o2)c(C)c1 | 17.9% | · | · |
| CCC(CC)C(=O)Nc1nnc(S(=O)(=O)N2CCCCCC2)s1 | 1.7% | -3.1% | -7.4%[10.9 µM] |
| CC1=C(C(=O)OC2CCCCC2)C(c2ccc(C)o2)C2=C(CCCC2=O)N1 (centres undefined) | 19.6% | 0.7% | -18.8% |
| O=C(CCc1ccccc1)Nc1ncn[nH]1 | -4.8% | -0.6% | -10.1% |
| N#Cc1c[nH]n2c(NC3CCCC3)c(-c3cccc(Br)c3)nc12 | ? | 2.0% | -18.0%[10.9 µM] |
| O=C(NCc1ccccn1)c1ccc(NC(=O)c2ccco2)cc1 | 2.4% | -1.5% | 0.3% |
| O=C(NCCS(=O)(=O)N1CCN(c2ccc(F)cc2)CC1)C(c1ccccc1)c1ccccc1 | ? | 3.2% | -1.0%[10.9 µM] |

Reformatted with each value named: entries from further up
SMILES: Cc1ccc(NCc2nnc(SCC#N)o2)c(C)c1
  IkB sig inh = ·
  Imprint erasure = ·
  p53ts 39C tox = 17.9%
  p53ts 32C kill = 0.8%

SMILES: CCc1cc2cc(C(=O)N3CCN(Cc4ccccc4)CC3)sc2s1
  IkB sig inh = ?
  Imprint erasure = -21.8%
  p53ts 39C tox = 0.5%
  p53ts 32C kill = -12.2%

SMILES: CC1=C(C(=O)OC2CCCCC2)C(c2ccc(C)o2)C2=C(CCCC2=O)N1 (centres undefined)
  IkB sig inh = 0.7%
  Imprint erasure = -18.8%
  p53ts 39C tox = 19.6%
  p53ts 32C kill = 21.7%

SMILES: O=C(NCCS(=O)(=O)N1CCN(c2ccc(F)cc2)CC1)C(c1ccccc1)c1ccccc1
  IkB sig inh = 3.2%
  Imprint erasure = -1.0%[10.9 µM]
  p53ts 39C tox = ?
  p53ts 32C kill = -10.7%

Outcome played no part in choosing rows; overall some 1.8% were active at least once.
